SENP6 inh: SENP6 protease inhibition; Q9GZR1; Recombinant SENP6 catalytic domain, aminoluciferin luminescence; inhibition, % at 10 µM; 1.8% of 330,000 active;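 active = inhibition above about 50% at the single tested dose, limit read from the data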;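 note: plate controls were DMSO wells with enzyme for no effect and DMSO wells lacking enzyme for full effect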
SENP8 inh: blocks human SENP8 cleavage of Nedd8 substrate; recombinant SENP8, Nedd8 substrate fluorescence; inhibition, % at 20 µM; 0.64% of 360,000 active; AID 602440; in the data active = inhibition mostly above about 40%, no sharp cut-off; inactive = mostly below about 27%
SENP1 FRET inh: blocks the human SENP1 SUMO protease catalytic domain; Q9P0U3; recombinant SENP1 catalytic domain, CyPet-SUMO1-YPet FRET cleavage; inhibition, % at 10 µM; 0.21% of 360,000 active;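 active = inhibition at least 30% at 10 µM, raw YFP signal under a set limit, fluorescence ratio 0.5 to 1.5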;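 note: 0% = enzyme with DMSO and 100% = no enzyme wells; some results filed as inactive read as strong as hits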
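Material: hSENP1 catalytic domain, recombinant; medium: Tris pH 8 with BME, BSA, NP40 and catalase; compound: single concentration of 10 µM compound, 0.5% DMSO final; technique: FRET read of cyan and yellow fluorescence; timing: 50 min enzyme reaction, room temperature, light-protected; reagent: SFCypet-SUMO1-SFYpet substrate at 25 nM; control set: no-enzyme low, enzyme-DMSO high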
MPTP inh: inhibitors of mitochondrial permeability transition pore; isolated mouse mitochondria, Ca2+ swelling absorbance, 30 min; AID 602449; 1.4% of 360,000 active; inhibition, % at 10 µM;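 active = inhibition of 50% or more, scaled per plate between neutral and stimulator controls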;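 note: 0% = DMSO wells given calcium and 100% = 1 mM EGTA wells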
NR3A LBD binder: modulates the human NR3A ligand-binding domain. NR3A LBD differential scanning fluorimetry, Tm shift; 0% = protein alone, 100% = glycine-bound protein. Tm shift relative to glycine control, % at 25 µM. 2.5% of 340,000 active;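 active = melting temperature shift of at least 10% of the positive control shift, at one fixed dose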
hIAP act: increases human intestinal alkaline phosphatase activity; purified human IAP, CDP-Star luminescence, 30 min; hits give high values; 1 = vehicle-only enzyme, 0 = enzyme-free background; AID 2524; 0.16% of 330,000 active; P09923; activation factor at 10 µM;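 active = activation factor of the enzyme at least 2-fold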; note: the source names both 10 and 20 µM as test concentration; values of inactives mirror those of a sister screen read the other way
Target sequence (P09923 whole entry, looked up): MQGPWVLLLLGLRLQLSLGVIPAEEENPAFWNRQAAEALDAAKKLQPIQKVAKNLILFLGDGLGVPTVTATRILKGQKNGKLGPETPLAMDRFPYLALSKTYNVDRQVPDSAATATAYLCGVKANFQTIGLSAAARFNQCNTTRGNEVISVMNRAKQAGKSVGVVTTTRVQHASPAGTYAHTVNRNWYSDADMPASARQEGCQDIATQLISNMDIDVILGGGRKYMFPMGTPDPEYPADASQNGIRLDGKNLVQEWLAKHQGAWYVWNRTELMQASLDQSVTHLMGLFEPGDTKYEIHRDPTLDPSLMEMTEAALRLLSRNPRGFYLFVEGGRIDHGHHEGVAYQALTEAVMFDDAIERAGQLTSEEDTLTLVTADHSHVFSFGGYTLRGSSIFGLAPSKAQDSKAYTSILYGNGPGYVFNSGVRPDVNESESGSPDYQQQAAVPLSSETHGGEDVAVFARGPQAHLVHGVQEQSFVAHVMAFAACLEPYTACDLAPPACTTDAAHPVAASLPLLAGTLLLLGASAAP
ATG4B inhibitor: ATG4B (human) cysteine protease inhibition | inhibition, % at 8.33 µM | 0.51% of 340,000 active | Q9Y4P1 | AID 504462 | ATG4B cleavage of LC3-PLA2, NBD-HPC fluorescence, 1 h; in the data active = inhibition above about 40%
Target sequence (Q9Y4P1 whole entry, looked up): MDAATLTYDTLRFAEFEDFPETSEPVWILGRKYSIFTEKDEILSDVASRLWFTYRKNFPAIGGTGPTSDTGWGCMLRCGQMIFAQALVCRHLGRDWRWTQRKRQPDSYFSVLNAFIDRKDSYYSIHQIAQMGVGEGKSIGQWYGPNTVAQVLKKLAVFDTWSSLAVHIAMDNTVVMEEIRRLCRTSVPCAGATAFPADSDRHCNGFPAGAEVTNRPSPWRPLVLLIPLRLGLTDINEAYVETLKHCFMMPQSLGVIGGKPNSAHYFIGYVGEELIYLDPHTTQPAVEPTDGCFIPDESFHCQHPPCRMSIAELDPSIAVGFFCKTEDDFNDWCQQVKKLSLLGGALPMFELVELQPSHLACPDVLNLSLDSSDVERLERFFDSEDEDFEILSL
PfG6PD inh: PfG6PD (Plasmodium falciparum) enzyme inhibition | inhibition, % at 20 µM | PfGluPho enzyme, NADPH resazurin-diaphorase fluorescence | AID 504690 | 0.78% of 350,000 active;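 active = inhibition reaching at least a set limit at 20 µM in the primary screen, cut at about 59% in these data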;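 note: 0% = DMSO wells with substrate and 100% = DMSO wells lacking glucose-6-phosphate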
* = called active by the depositor; i = inactive; . = not tested or not shown. Compounds were not picked by outcome (roughly 6.7% active in at least one column).

SMILES	SENP6 inh	SENP8 inh	SENP1 FRET inh	MPTP inh	NR3A LBD binder	hIAP act	ATG4B inhibitor	PfG6PD inh
Cc1nc(NC(=O)c2ccccc2)sc1-c1csc(Nc2ccc(C(=O)O)cc2)n1	.	-306	-5	0.2	1	.	14	20
Cc1nn(CC(C)C)c(Cl)c1C(=O)NCC1CCCO1 (configuration not stated)	.	14	3	-1.6	.	.	.	-12
CCc1ccc(N2CC(C(=O)OCC(=O)Nc3cc(C)on3)CC2=O)cc1 (configuration not stated)	-13	35	2	0.5	1	1	-10	-11
Cc1ccccc1N1C(=O)c2sc3nc4c(c(=O)n3c2C1=O)CCC4	-8	-5	1	0.1	0	1.2	-6	12
O=C(CN1C(=O)CC(c2ccco2)Sc2ccccc21)Nc1ccccc1F (configuration not stated)	2	-60	-60	0.5	0	0.92	17	13
CN(Cc1ccco1)C(=O)Cn1ncc2c([nH]c3ccccc32)c1=O	-1	-8	-2	-0.9	0	0.88	0	2
C/C(=N\NC(=O)c1nnn(-c2nonc2N)c1CN1CCCCC1)c1ccccc1O	-3	0	-51	1.0	-1	1.4	-3	-7
O=C(CNC(=O)c1ccc(Br)cc1)OC1CCOC1=O (configuration not stated)	.	15	1	0.3	.	.	.	-10
COc1ccc(NC(C)=O)cc1NC(=O)CSc1nnc(C2CCCCC2)n1N	-3	1	0	-1.8	1	1.2	3	-2
C=CCn1c(C(C)NC(=O)c2cccs2)n[nH]c1=S (configuration not stated)	-13	2	4	1.3	3	0.9	-6	17
O=C(Nc1ccccc1)c1cc(-c2ccccc2Cl)no1	88*	22	4	0.4	-9	1	37	12
O=c1[nH]c(CN2CCN(c3ccccc3O)CC2)nc2scc(-c3ccccc3Cl)c12	3	-1	-6	7.1	-2	1.1	-8	15
NC(=O)CC(NC(=O)Cc1ccc(Br)cc1)c1ccc(N2CCC(Br)CC2)c([N+](=O)[O-])c1 (configuration not stated)	-1	14	1	0.2	-5	0.92	0	-8
CC(=O)Nc1ccc(SC(C)C(=O)NC(N)=O)cc1 (configuration not stated)	16	2	0	0.0	3	1.3	-1	1
Cc1cc([N+](=O)[O-])nn1CC(=O)N1CCOCC1	4	19	0	0.2	0	1.2	7	-9
COCc1c(C(=O)N/N=C/c2cccc3ccccc23)nnn1-c1nonc1N	6	-74	0	-0.3	31*	1	-8	14
CCOc1cc(-c2cc(-c3ccc(OC)cc3)nc(N)c2C#N)ccc1O	-6	-308	-3	7.8	-40	1	-10	13
COC(CN(C(=O)CCl)C(C(=O)NC1CCCCC1)c1ccc(C)cc1)OC (configuration not stated)	.	6	-9	0.3	-6	.	3	3
Cc1ccc(C(=O)COC(=O)CCN2C(=O)C3C4CC(C(Br)C4Br)C3C2=O)cc1 (configuration not stated)	2	12	-1	0.7	18*	0.96	-9	16
CCOc1ccc(S(=O)(=O)N(CC(=O)N2CCc3ccccc32)Cc2ccco2)cc1	-10	12	0	0.3	-2	1.2	0	11
CCCN(CC1CC1)S(=O)(=O)c1ccc(S(N)(=O)=O)cc1	13	22	-2	0.5	-1	0.95	-1	-2
COc1ccc(OC)c(NC(=O)COC(=O)c2nc(Cl)ccc2Cl)c1	-29	13	0	0.0	-1	1	-4	5
CC(C)C(=O)NC(c1cccc([N+](=O)[O-])c1)c1ccc2cccnc2c1O (configuration not stated)	-11	7	0	-0.1	-9	1.5	-5	4
CCCCN(C(=O)c1ccc2c(c1)OCO2)c1ccccc1	20	-3	0	2.2	-1	0.99	-10	-1
CCOC(=O)C1CCN(C(=O)c2cccc(S(=O)(=O)N3CCCc4ccccc43)c2)CC1	.	7	-1	0.1	-4	.	-10	14
COc1ccc2c(c1OC)C(=O)OC2Nc1ncccc1C (configuration not stated)	-12	6	2	-1.5	-2	1.4	1	-8
Cc1cc(=O)n2nc(N3CCCC(C(=O)NCc4ccccc4)C3)sc2n1 (configuration not stated)	4	7	-1	0.1	-1	0.94	2	12
CCc1cccc(CC)c1NC(=O)C(NS(=O)(=O)c1cccs1)c1ccccc1 (configuration not stated)	-22	3	-1	2.1	-3	1.2	-16	-19
COc1ccc(OCCSc2nnc(CC(=O)Nc3cccc(Cl)c3Cl)n2C)cc1	-7	12	0	-1.4	-2	1.3	1	5
O=C(NCCc1ccc(F)cc1)N1CCOCC1	-4	15	-2	0.8	1	0.96	0	3

Pulled by structure from above (4):
SMILES	SENP6 inh	SENP8 inh	SENP1 FRET inh	MPTP inh	NR3A LBD binder	hIAP act	ATG4B inhibitor	PfG6PD inh
Cc1cc(=O)n2nc(N3CCCC(C(=O)NCc4ccccc4)C3)sc2n1 (configuration not stated)	4	7	-1	0.1	-1	0.94	2	12
COc1ccc(OCCSc2nnc(CC(=O)Nc3cccc(Cl)c3Cl)n2C)cc1	-7	12	0	-1.4	-2	1.3	1	5
O=C(NCCc1ccc(F)cc1)N1CCOCC1	-4	15	-2	0.8	1	0.96	0	3
CCCN(CC1CC1)S(=O)(=O)c1ccc(S(N)(=O)=O)cc1	13	22	-2	0.5	-1	0.95	-1	-2

Results in SENP1 FRET inh and NR3A LBD binder, for 6 of the compounds above:
molecule,SENP1 FRET inh,NR3A LBD binder
CCCN(CC1CC1)S(=O)(=O)c1ccc(S(N)(=O)=O)cc1,-2,-1
COc1ccc(OC)c(NC(=O)COC(=O)c2nc(Cl)ccc2Cl)c1,0,-1
CC(C)C(=O)NC(c1cccc([N+](=O)[O-])c1)c1ccc2cccnc2c1O (configuration not stated),0,-9
CCCCN(C(=O)c1ccc2c(c1)OCO2)c1ccccc1,0,-1
CCOC(=O)C1CCN(C(=O)c2cccc(S(=O)(=O)N3CCCc4ccccc43)c2)CC1,-1,-4
COc1ccc2c(c1OC)C(=O)OC2Nc1ncccc1C (configuration not stated),2,-2

Following part:
SMILES	SENP6 inh	SENP8 inh	SENP1 FRET inh	MPTP inh	NR3A LBD binder	hIAP act	ATG4B inhibitor	PfG6PD inh
CCCS(=O)(=O)N1CCC(C(=O)N2CCc3ccccc3C2)CC1	-6	31	0	-2.2	0	1.2	-4	8
COc1ccccc1C(=O)NNC(=O)Cc1ccccc1	2	1	4	0.6	1	1.1	-14	4
C[C@@]12CCC=C[C@H]1[C@H](c1ccoc1)N(Cc1ccccc1)C2=O	8	25	1	0.2	12*	0.97	8	-14
O=C(Nc1ccc(Br)cc1)c1cc(S(=O)(=O)Nc2ccccn2)ccc1Cl	-4	-186	0	-2.1	-13	0.9	3	2
Cc1ccccc1C(=O)O[C@H]1[C@H](Cc2ccccc2)NS(=O)(=O)[C@H]2CC3C=C[C@]12O3	13	6	1	0.3	-5	1	-7	3
CCOC(=O)N1CCN(Cc2nc3cc(NC(=O)c4cccs4)ccc3n2C)CC1	-9	-7	-5	-0.4	-1	1.2	-1	16
Cc1cccc(CN2CCN(CC(=O)NCc3ccc(F)cc3)C2=O)c1	-7	8	-1	-0.4	-1	0.94	2	0
COc1cc(C2C(C(=O)c3ccc(C)o3)=C(O)C(=O)N2c2cc(C)on2)cc(Br)c1O (configuration not stated)	-14	3	2	-3.6	4	1.4	-1	-19
O=C1NC(=S)N/C1=C/c1ccc2ccccc2c1	13	-88	-4	0.8	0	1.6	-4	-2
CCOc1ccc2[nH]c3c(NCCN(C)C)ncnc3c2c1	-12	-295	-1	-0.5	.	1.1	.	.
CSc1nsc(SC)c1NC(=O)Nc1ccccc1C	-1	10	0	0.3	-2	1.1	5	-20
CCCCN(CC)C(=O)Cc1ccccc1OC	-15	19	0	-1.7	0	1.1	7	-13
CC1CC(C)CN(C(=O)Cn2c(=O)n(CCCC(=O)NCc3ccco3)c(=O)c3sccc32)C1 (configuration not stated)	-27	-2	-8	-0.6	1	1.1	-10	-1
CN1OC[C@@H]2CN[C@H](c3cccc(-c4cc(Cl)cc(Cl)c4)c3)C[C@@H]21	.	10	-3	-1.5	-1	.	6	5
CCN(c1ccccc1)c1nc2ccsc2c(=O)s1	-3	-32	0	-0.3	2	1.1	20	5
COC(=O)Nc1ccc(S(=O)(=O)N(C)CC(F)(F)C(F)F)cc1	-4	8	1	-0.2	1	0.82	-20	-2
CCS(=O)(=O)c1ccc2oc(Nc3ccccc3Br)nc2c1	92*	1	1	1.7	-2	1.1	2	-11
CCOc1ccc(NC(=O)CCCNC(=O)Cn2cnc3sc(C)c(C)c3c2=O)cc1	-5	8	2	-0.5	1	0.98	1	-5
O=C(OCCCOC(=O)c1ccc(O)cc1)c1ccc(O)cc1	4	3	2	1.8	-9	1.1	-11	0
O=C(c1ccc(Cl)cc1)c1cnc(-c2ccccc2)s1	.	16	-2	1.3	2	.	1	-11
COc1cc(C(=O)N2CCN(C(=O)c3ccco3)CC2)cc(OC)c1OC	0	11	3	-2.5	-2	1	3	7
Cc1ccc(N(C=NC#N)CC(=O)N2CCN(c3ccccc3)CC2)cc1	-15	32	-1	-1.5	2	1	2	-7
COCCNc1nnc(SCC(=O)NC2CCCCC2)s1	.	0	-1	-0.9	3	.	2	4
CCCC1=NN(C(=O)Cc2ccc([N+](=O)[O-])cc2)C(O)(C(F)(F)F)C1 (configuration not stated)	-14	13	-1	0.6	-2	0.97	-1	1
NC(=O)CC(NC(=O)Cc1ccc(Br)cc1)c1ccc(N2CCc3ccccc3C2)c([N+](=O)[O-])c1 (configuration not stated)	-13	-58	-2	0.7	-9	0.96	-8	18
Cc1ccc(C(CC(=O)N2CCOCC2)c2ccco2)cc1 (configuration not stated)	1	8	-1	0.1	0	0.97	-4	10
O=C(N/C=C/c1ccccc1)c1ccccc1	71*	-16	-1	-1.0	-8	0.97	6	2
O=C(OC1CCCCC1=O)c1cc(S(=O)(=O)N2CCOCC2)ccc1F (configuration not stated)	-17	-3	1	0.2	5	1	-13	19
O=C(NCCCNC(=O)c1ccco1)c1ccc(F)cc1	5	1	1	-0.2	1	0.82	-7	3
COc1cccc2sc(NNC(=O)C3COc4ccccc4O3)nc12 (configuration not stated)	-18	7	-2	-0.3	-2	1.7	4	10
C[C@@H]1CN([C@H](C)CO)C(=O)Cc2cc(NS(=O)(=O)c3ccc(Cl)cc3)ccc2O[C@H]1CN(C)Cc1ccc(C(F)(F)F)cc1	-3	15	1	4.1	6	1	-36	25
Cc1ccc(NC(=O)c2ccc(Oc3ncccn3)cc2)cc1	-4	15	1	0.4	0	1	-13	14
O=C(O)c1ccc2cccc(Cl)c2c1O	8	i	1	2.2	-7	0.9	-7	12
O=[N+]([O-])c1ccccc1NS(=O)(=O)c1ccccc1	.	13	2	0.0	.	.	.	-6
Cc1ccc(C)c(NC(=O)CN(C)C(=O)c2ccc3[nH]c4c(c3c2)CC(C)CC4)c1 (configuration not stated)	-14	-9	-31	0.0	-5	1.1	-8	70*
Cc1ccc(NC(=O)CN(C)c2ccc(S(=O)(=O)N3CCN(C)CC3)cn2)cc1	-5	15	0	0.2	2	0.97	-2	0
Cc1c(NC(=O)C(C)c2ccc(CC(C)C)cc2)c(=O)n(-c2ccccc2)n1C (configuration not stated)	7	2	-1	0.5	-2	1	4	-18
Cc1ccc(S(=O)(=O)Nc2ccc3c(c2)OCCO3)c(C)c1NS(C)(=O)=O	-10	12	2	0.0	-1	1	4	8
COC(=O)c1ccccc1NC(=O)C1CCCCC1C(=O)O (configuration not stated)	-12	-36	1	1.0	2	0.8	-6	-14
CCOP(=O)(c1ccc(N(C)C)cc1)C(O)c1ccc(C)cc1 (configuration not stated)	5	6	3	0.9	.	0.89	-7	-5
CCN(c1ccc(NC(=O)CCNC(=O)c2ccco2)cc1)C(C)C	-7	8	3	-0.1	-1	1.1	-8	8
CCn1c(CNC(=O)c2ccc(OC)cc2)nnc1SCC(=O)c1ccccc1	-14	20	3	-1.4	2	0.78	-3	15
CCOC(=O)CSc1nc2cc(C(=O)NCc3ccco3)ccc2c(=O)n1-c1ccc(F)cc1	-5	-2	1	-0.4	-1	0.95	-6	-23
O=C(O)CSCCCC(=O)Nc1ccc(Br)cc1	1	20	1	0.2	1	0.69	2	-2
O=C(CSc1ncnc2ccccc12)NCCCO	2	16	1	-2.5	0	1.1	-6	7
